Vif imaging = HIV Vif self-association inhibitors, primary screen, imaging, HEK293T, single point; HEK293T cells, Vif self-association by quenched fluorescence, 24 h; inhibition, % at 7.49 µM; 0.35% of 340,000 active; in the data active = inhibition above about 50%, passing the limit was not always enough; note: some results filed as inactive read as strong as hits
KKLEB cytotox = cytotoxicity in KKLEB CF airway cells, primary screen, cytotoxicity control for CF NF-kB inhibitor project, cell-based, uHTS, fluorescence assay plates | KKLEB CF airway cells viability, ATPlite luminescence, overnight; stronger effect = lower value; cells stimulated with P. aeruginosa culture filtrate | activity change (cytotoxicity), % at 5 µM | 0.36% of 360,000 active;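 active = corrected activity change at or below -50% at 5 µM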
CaV13 ICDI inh = Primary screen for inhibitors of IQ motif and Ca2+-dependent inactivation inhibitor domain binding in CACNA1D, Förster resonance energy transfer in living cells, …; HEK cells, CFP/YFP FRET ICDI-IQ, plate reader, 10 min; percent FRET-ratio fall versus neutral wells; inhibition, % at 12.3 µM; 0.098% of 340,000 active; AID 743397;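 active = mean replicate inhibition of at least 30% and at least 1% of replicates passing that level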;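 note: 0% = median of the neutral control wells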
Shn3 3UTR inh = reduction of Shn3 3'UTR firefly luciferase signal, primary screen, Schnurri-3 inhibitor project, cell-based, Clone20 osteoblasts, set 2; inhibition, % at 12.5 µM; 0.52% of 360,000 active; Clone20 osteoblast Shn3 3'UTR firefly luciferase, 24 h; AID 588674, 2011;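 active = mean inhibition of at least 75% with every replicate also reaching 75%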;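 note: 0% = median of neutral control wells and 100% = pilot-screen positive control compound; some compounds past the cut are filed as inactive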
PDI turbidity = inhibitors of human PDI, primary screen, biochemical, turbidity, single point, plate reader. inhibition, % at 10 µM. PDI insulin aggregation turbidity, A650, 90 min. 0.052% of 350,000 active;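 active = mean inhibition across replicates of 30% or more, whatever share of single replicates reach that level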;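 note: absorbance from insulin aggregation driven by PDI reduction with DTT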
Target sequence (P07237 whole entry, looked up): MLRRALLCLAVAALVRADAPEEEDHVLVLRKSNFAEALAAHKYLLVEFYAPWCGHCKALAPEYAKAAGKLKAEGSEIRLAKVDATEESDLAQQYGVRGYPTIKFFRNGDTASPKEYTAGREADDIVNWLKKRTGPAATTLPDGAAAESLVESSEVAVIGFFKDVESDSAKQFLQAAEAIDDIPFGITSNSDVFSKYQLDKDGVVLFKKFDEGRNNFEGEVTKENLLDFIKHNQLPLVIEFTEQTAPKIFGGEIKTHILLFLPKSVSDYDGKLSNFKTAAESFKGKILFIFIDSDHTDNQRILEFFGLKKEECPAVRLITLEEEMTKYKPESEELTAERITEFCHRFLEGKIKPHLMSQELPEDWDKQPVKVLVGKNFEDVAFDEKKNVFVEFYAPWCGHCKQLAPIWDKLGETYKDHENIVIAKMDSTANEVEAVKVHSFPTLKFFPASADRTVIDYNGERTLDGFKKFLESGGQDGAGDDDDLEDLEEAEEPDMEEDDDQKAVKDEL
Peg3 promoter = Peg3 promoter-driven luciferase inhibitors, primary screen, cell-based, HeLa, luciferase luminescence; inhibition, % at 20 µM; 1.7% of 360,000 active; AID 588405, 2011; HeLa PEG-Prom luciferase reporter, overnight;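 active = inhibition of at least 50% at 20 µM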
CF NFkB block = inhibitors of PAF-induced NF-kB signaling, primary screen, cell-based, GFP fluorescence, uHTS. KKLEB NF-kB-GFP reporter, GFP fluorescence overnight. 0.86% of 360,000 active. inhibition, % at 5 µM. AID 588850, 2011;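 active = at least 50% inhibition at 5 µM, scaled per plate between neutral and stimulator controls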;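 note: PAF is a Pseudomonas aeruginosa culture filtrate used as stimulus; plate controls were PAF-stimulated DMSO wells for no effect and unstimulated DMSO wells for full effect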
NR2E3 ag-1 = NR2E3 agonists in two-hybrid cells, primary screen, cell-based, luminescence, CHO-S, Gal4-NCOR/VP16-NR2E3; 0.35% of 360,000 active; inhibition of corepressor binding, % at 3.98 µM; luciferase; AID 602229, 2012;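 active = inhibition above the mean of all tested compounds plus 3 SD, cut at about 70% in these data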;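 note: 0% = DMSO with NR2E3 transfected cells and 100% = cells lacking NR2E3 construct; higher means lower luciferase signal from less NR2E3 corepressor binding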
Target sequence (Q9Y5X4 whole entry, looked up, the tested form may be a part): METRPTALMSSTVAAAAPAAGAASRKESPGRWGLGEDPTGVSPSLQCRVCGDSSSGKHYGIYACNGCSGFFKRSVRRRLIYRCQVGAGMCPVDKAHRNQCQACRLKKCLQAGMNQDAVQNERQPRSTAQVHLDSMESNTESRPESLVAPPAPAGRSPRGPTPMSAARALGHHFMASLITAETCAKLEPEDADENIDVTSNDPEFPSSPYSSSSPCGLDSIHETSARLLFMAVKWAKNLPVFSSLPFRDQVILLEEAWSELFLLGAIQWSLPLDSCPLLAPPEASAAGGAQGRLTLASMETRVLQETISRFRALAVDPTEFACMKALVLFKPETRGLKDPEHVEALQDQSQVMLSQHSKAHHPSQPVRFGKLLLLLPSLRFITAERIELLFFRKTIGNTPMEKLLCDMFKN
HIF-2a block = HIF-2a reporter inhibitors, primary screen, luminescence, 786-0 RCC cells | 0.72% of 360,000 active | inhibition, % at 18.8 µM | 786-0 RCC cells HIF-2a reporter, luciferase luminescence, overnight;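 active = inhibition of the luminescence signal of 40% or more relative to plate controls, in a single-dose primary screen at 18.75 µM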
MITF TRPM1 inh = inhibitors of MITF-dependent TRPM1 promoter reporter, primary screen, cell-based, SK-MEL-5, single point, luciferase. SK-MEL-5 TRPM1 promoter luciferase, 24 h. inhibition, % at 12.5 µM. 0.83% of 330,000 active. AID 488899, 2010;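 active = mean inhibition across replicates of 60% or more, whatever share of single replicates reaches that level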; note: values of inactives mirror those of a sister screen read the other way
NR2E3 ag-2 = inhibitors of NR2E3-RetCOR corepressor binding, primary screen, NR2E3 agonist project, biochemical, TR-FRET, GST-NR2E3, biotin-RetCOR. 1536-well. Photoreceptor-specific nuclear receptor (Homo sapiens), Q9Y5X4. 0.12% of 320,000 active. AID 2300, 2010. inhibition of corepressor binding, % at 4.78 µM;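 active = percent inhibition above the cutoff of mean plus 3 SD of all tested compounds, set per screening campaign, cut at about 20% in these data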;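 note: 0% = DMSO wells and 100% = biotin wells as full block of FRET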
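System: GST-NR2E3 and biotin-RetCOR proteins; probe or stimulus: 7 nM biotin-RetCOR; doses: compound at 4.8 µM, single dose; schedule: Compound–protein incubation for 5 h at 4 °C; detection: time-resolved FRET; read-out: percent inhibition; controls: biotin wells as high control, 0.6% DMSO wells as low control; format: 1536-well plates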
* marks the source's active call; other numbers are inactive results; nt = no result given.

No.	mol	Vif imaging	KKLEB cytotox	CaV13 ICDI inh	Shn3 3UTR inh	PDI turbidity	Peg3 promoter
1	CCC(C)N(C(=O)Cn1cnc2c1c(=O)n(C)c(=O)n2C)C1CCS(=O)(=O)C1 (stereo unspecified)	1	-13	-5	2	4	-13
2	N#CC1=C(N)OC2=C(C(=O)CCC2)C1CCc1ccccc1 (stereo unspecified)	18	2	-5	6	-2	2
3	O=C(Oc1cccnc1)c1ccco1	3	4	-4	-2	1	-5
4	CC(C)NC(=O)N(C)C[C@H]1Oc2ccc(NC(=O)CCC(F)(F)F)cc2C(=O)N([C@H](C)CO)C[C@@H]1C	-2	-13	-5	2	-7	9
5	CC(C)CCNC(=O)C(c1cccnc1)N(Cc1ccccc1)C(=O)Cn1nnc2ccccc21 (stereo unspecified)	nt	0	nt	4	1	16
6	Cc1c(N2C(=O)/C(=C/C3CC=CCC3)SC2=S)c(=O)n(-c2ccccc2)n1C (stereo unspecified)	2	4	-5	-17	-8	23
7	Cc1nn(-c2ccncc2)c2c1C(=O)CC(C)(C)C2Br (stereo unspecified)	4	14	-6	-8	0	8
8	CCOC(=O)C1CCN(C(=O)c2n[nH]c(=O)c3ccccc23)CC1	nt	7	-4	1	-4	18
9	O=C(NCc1cccnc1)c1cc(C2CCCCN2C(=O)c2cccs2)on1 (stereo unspecified)	2	0	-10	13	10	0
10	CC(C)(C)CC(=O)Nc1nnc(-c2cccs2)s1	nt	1	-3	-82	-4	-187

No.	CF NFkB block	NR2E3 ag-1	HIF-2a block	MITF TRPM1 inh	NR2E3 ag-2
1	2	-6	6	8	1
2	2	-6	6	4	-1
3	8	2	15	-10	2
4	12	-12	-2	0	nt
5	-16	5	6	-3	1
6	8	-9	18	nt	0
7	2	-13	-2	-8	nt
8	0	-11	10	3	3
9	4	5	3	nt	nt
10	1	-73	-182	-40	4

Pulled one by one from above:
No.	mol	Vif imaging	KKLEB cytotox	CaV13 ICDI inh	Shn3 3UTR inh	PDI turbidity	Peg3 promoter
3	O=C(Oc1cccnc1)c1ccco1	3	4	-4	-2	1	-5
5	CC(C)CCNC(=O)C(c1cccnc1)N(Cc1ccccc1)C(=O)Cn1nnc2ccccc21 (stereo unspecified)	nt	0	nt	4	1	16
9	O=C(NCc1cccnc1)c1cc(C2CCCCN2C(=O)c2cccs2)on1 (stereo unspecified)	2	0	-10	13	10	0
4	CC(C)NC(=O)N(C)C[C@H]1Oc2ccc(NC(=O)CCC(F)(F)F)cc2C(=O)N([C@H](C)CO)C[C@@H]1C	-2	-13	-5	2	-7	9
1	CCC(C)N(C(=O)Cn1cnc2c1c(=O)n(C)c(=O)n2C)C1CCS(=O)(=O)C1 (stereo unspecified)	1	-13	-5	2	4	-13
2	N#CC1=C(N)OC2=C(C(=O)CCC2)C1CCc1ccccc1 (stereo unspecified)	18	2	-5	6	-2	2

No.	CF NFkB block	NR2E3 ag-1	HIF-2a block	MITF TRPM1 inh	NR2E3 ag-2
3	8	2	15	-10	2
5	-16	5	6	-3	1
9	4	5	3	nt	nt
4	12	-12	-2	0	nt
1	2	-6	6	8	1
2	2	-6	6	4	-1

Further compounds.
No.	mol	Vif imaging	KKLEB cytotox	CaV13 ICDI inh	Shn3 3UTR inh	PDI turbidity	Peg3 promoter
11	CC1(C(=O)NS(=O)(=O)c2ccccc2Cl)CCN1C(=O)CCc1ccc(Cl)cc1Cl (stereo unspecified)	-1	0	-6	-6	-2	11
12	COc1ccc(C2C(C(C)=O)=C(O)C(=O)N2c2ccccn2)cc1 (stereo unspecified)	-2	-2	-5	-6	-3	-17
13	COc1ccc(-c2ccc3c(c2)C2CC3CCN2S(=O)(=O)c2ccccc2C)cc1 (stereo unspecified)	nt	-4	-6	16	-16	23
14	O=c1[nH]c(CSc2nnc(NCCCN3CCOCC3)s2)nc2cc(Cl)ccc12	16	6	-8	-1	-5	2
15	O=C1C=C(NCc2ccco2)CC(c2ccc(Cl)cc2)C1 (stereo unspecified)	-5	-10	-5	10	-3	14
16	O=C(Nc1ccc(-n2cnnn2)cc1)c1cc(S(=O)(=O)N2CCCC2)ccc1Cl	-4	6	-7	37	-19	16
17	COc1ccc(OCCC(=O)N2CCOCC2)cc1	3	0	-3	-18	-1	10
18	Cc1cc(Nc2ncc(Cl)cc2Cl)n(-c2ccccn2)n1	20	-6	-2	-8	0	-9
19	COC(=O)CSc1[nH]c2ccc(Br)cc2c1[N+](=O)[O-]	-2	-7	-4	68	8	19
20	O=C(c1ccc(CNS(=O)(=O)c2ccc(Br)cc2)cc1)N1CCCCC1	-9	-10	-2	10	-8	18

No.	CF NFkB block	NR2E3 ag-1	HIF-2a block	MITF TRPM1 inh	NR2E3 ag-2
11	-17	-2	14	nt	nt
12	7	-6	-18	-5	1
13	8	-7	-9	17	nt
14	-11	0	15	-7	-2
15	22	13	3	12	1
16	-24	10	9	11	nt
17	14	-15	-10	-12	2
18	1	10	4	-12	nt
19	-3	-19	22	17	3
20	21	5	14	0	-5

Next section.
No.	mol	Vif imaging	KKLEB cytotox	CaV13 ICDI inh	Shn3 3UTR inh	PDI turbidity	Peg3 promoter
21	O=C1CCCN1CCCNS(=O)(=O)c1ccc(F)cc1F	-6	0	-3	6	4	5
22	CCCOc1ccc(C=Nc2ccc(OC)c(S(=O)(=O)N3CCOCC3)c2)c(O)c1	-4	9	-2	6	-7	3
23	C=CCN(CC=C)Cc1ccc(C(=O)OC)o1	-1	1	nt	-9	-6	-4
24	N#Cc1ccc2nc3c(nc2c1)CCCC3	-8	-7	-4	8	0	3
25	Cc1ccn2cc(C(=O)NC3CCN(Cc4ccccc4)CC3)nc2c1	-4	-6	-9	-7	1	-8
26	COc1ccccc1OCC(=O)NCCS(=O)(=O)N1CCN(c2ccccc2)CC1	-4	-2	-6	-8	1	-3
27	O=S(=O)(c1ccccc1)C1CON(Cc2ccccc2)C1c1ccccc1 (stereo unspecified)	-1	-6	-2	24	0	11
28	Cn1c(SCC(=O)Nc2ccc(NC(=O)c3ccccc3F)cc2)nnc1-c1ccncc1	11	-3	nt	-23	-4	-88
29	CC(=N[C@@H]1CCCC[C@H]1N=C(C)c1ccccc1O)c1ccccc1O	1	7	-4	8	-8	-8
30	COc1ccc(NC(=O)CNC(=O)c2nn(-c3ccc(OC)c(OC)c3)c(=O)c3ccccc23)c(OC)c1	3	-11	-7	4	11	6

No.	CF NFkB block	NR2E3 ag-1	HIF-2a block	MITF TRPM1 inh	NR2E3 ag-2
21	-6	11	12	-5	-1
22	9	4	7	5	2
23	5	-9	2	-2	0
24	3	-27	-7	3	3
25	9	24	-12	17	3
26	21	17	6	4	11
27	9	0	8	4	4
28	-17	16	-37	nt	1
29	14	-13	8	-3	1
30	6	-8	13	-4	4

The results go on:
No.	mol	Vif imaging	KKLEB cytotox	CaV13 ICDI inh	Shn3 3UTR inh	PDI turbidity	Peg3 promoter
31	COC(C[C@@H]1O[C@@H]1[C@H](O)[C@H](C)OCc1ccccc1)OC	-5	-11	-8	-31	-5	7
32	COCCNC(=O)C(c1cccs1)N(C(=O)Cn1nnc2ccccc21)c1ccc(OC)cc1 (stereo unspecified)	6	-6	-6	-4	-4	8
33	CCOC(=O)c1cc(-c2csc(Nc3c(C)cc(C)cc3C)n2)on1	-3	-5	-5	-16	4	13
34	COc1ccc(CCN2C(=S)N(C)C(=O)C2CC(=O)Nc2ccc(F)cc2)cc1 (stereo unspecified)	0	-9	-5	-6	-6	17
35	CCn1nnnc1-c1ccc(OC)c(S(=O)(=O)Nc2ccccc2OC)c1	-13	2	-6	-14	-3	5
36	O=C(O)c1cc(-c2cccs2)nn1-c1ccccc1	8	6	-2	-8	17	-8
37	O=C(NC1CCCCCC1)C(=S)NC1CCCCC1	-3	5	-4	-85	-6	-191
38	Cc1ccc(-c2ccccc2NC(=O)C2C3C=CC(C3)C2C(=O)O)o1 (stereo unspecified)	-13	6	-4	1	8	17
39	O=P(O)(O)C(O)C(F)(F)C(F)(F)C(F)(F)C(F)F (stereo unspecified)	-9	0	-9	-3	2	-1
40	Cc1ccccc1NC(=S)NCCc1ccccc1	7	4	-17	6	0	-4

No.	CF NFkB block	NR2E3 ag-1	HIF-2a block	MITF TRPM1 inh	NR2E3 ag-2
31	-6	-4	0	-5	nt
32	-8	4	-22	-7	3
33	16	0	57*	14	-5
34	3	-14	-18	nt	0
35	-14	-8	12	nt	nt
36	-14	11	22	8	4
37	-7	-34	-147	-57	0
38	-10	-23	7	11	2
39	-6	2	6	-10	3
40	4	-5	-11	-8	1

High-throughput results (PubChem BioAssay)
